Compound activity (PubChem BioAssay)
NOD2 inhibition – NOD2 signaling inhibitors, cell-based, luminescence, uHTS, HEK293 (AID 1566) | HEK293 NOD2/NF-kB luciferase reporter, luminescence; higher % means a stronger effect | 290,000 tested, 0.63% active | inhibition, % at 4 µM, or EC50 in µM where a hit was titrated; also: many of its hits are not listed in these tables
NOD1 NF-kB reporter – NOD1 signaling inhibitors, primary screen, cell-based, luminescence, uHTS (AID 1578) | NOD1-driven NF-kB luciferase reporter cells, luminescence; higher % means a stronger effect | inhibition, % at 4 µM; hits with a dose series show EC50 in µM | 290,000 tested, 1% active; in the data active = inhibition mostly above about 36%, no sharp cut-off; inactive = mostly below about 34%;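 also: HEK-293T reporter cells stimulated with the NOD1 agonist gamma-tri-DAP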
HIV peptide binding – inhibitors of HIV fusion peptide binding, primary screen, biochemical, uHTS, fluorescence dequenching (AID 1986); cell-free peptide binding, fluorescence dequenching, 30 min; higher % means a stronger effect; inhibition, % at 20 µM; hits with a dose series show IC50 in µM; 290,000 tested, 0.3% active; in the data active = inhibition mostly above about 52%, no sharp cut-off; inactive = mostly below about 76%; also: some results filed as inactive read as strong as hits
KOR beta-arrestin-1 – KOR antagonists, beta-arrestin recruitment, cell-based, luminescence, uHTS (AID 1778); KOR beta-arrestin recruitment, luminescence, antagonist mode; higher % means a stronger effect; inhibition, % at 10 µM, or IC50 in µM where a hit was titrated; 290,000 tested, 0.091% active; also: strong numbers were not always called active
KOR beta-arrestin-2 – KOR agonists, beta-arrestin recruitment, primary screen, cell-based, luminescence, uHTS (AID 1777). Kappa-type opioid receptor (Homo sapiens). one-dose activation, % at 10 µM; EC50 in µM for titrated hits. 280,000 tested, 0.02% active. KOR beta-arrestin recruitment, luminescence; higher % means a stronger effect; in the data active = activation above about 50%, passing the limit was not always enough; also: a part of the inactive calls stands beside numbers as strong as those of hits
GPR55 LPI antagonism – GPR55 antagonists blocking LPI-driven arrestin recruitment, primary screen, imaging, U2OS, beta-arrestin-GFP, LPI agonist (AID 2013) | G-protein coupled receptor 55 (Homo sapiens) | U2OS GPR55 beta-arrestin-GFP translocation imaging, LPI antagonism; higher % means a stronger effect | inhibition, % at 10 µM; hits with a dose series show IC50 in µM | 290,000 tested, 0.13% active;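 active = spots per cell inhibited over 60%, with over 100 cells counted and total cytoplasm intensity under 500,000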;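 also: U2OS cells stably carrying GPR55 and arrestin-GFP stimulated by 5 µM LPI near EC80; imaged beta-arrestin-GFP aggregate spots per cell after agonist stimulation; plate controls were LPI-stimulated DMSO wells for no effect and DMSO wells without LPI for full effect; some results filed as inactive read as strong as hits; confirmed hits need IC50 under 10 µM and bright autofluorescent wells are also inconclusive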
GPR55 activation – GPR55 agonists via beta-arrestin recruitment, primary screen, imaging, U2OS cells, beta-arrestin-GFP redistribution (AID 1961). one-dose activation, % at 10 µM; EC50 in µM for titrated hits. U2OS GPR55 beta-arrestin-GFP redistribution imaging; higher % means a stronger effect. 290,000 tested, 0.048% active. G-protein coupled receptor 55 (Homo sapiens);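 active = activation above 40% with more than 50 cells counted in the well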;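 also: U2OS osteosarcoma cells stably expressing GPR55 and beta-arrestin-GFP; plate controls were DMSO negative control for no effect and LPI positive control for full effect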
Large T inhibition – SV40 large T antigen inhibitors, biochemical (AID 1903); SV40 large T antigen ATPase/helicase inhibition assay; higher % means a stronger effect; inhibition, % at 20 µM; hits with a dose series show IC50 in µM; 310,000 tested, 0.39% active; in the data active = a potency from the dose series; also: strong numbers were not always called active
Rac1 GTP hydrolysis – MgcRacGAP GTPase-activating activity inhibitors, confirmation, biochemical, ADP Hunter fluorescence; Rac GTPase-activating protein 1 (Homo sapiens); MgcRacGAP-stimulated Rac1 GTP hydrolysis, ADP Hunter fluorescence; higher % means a stronger effect; GST-tagged Rac1 F28L mutant substrate; inhibition, % at 30 µM, or IC50 in µM where a hit was titrated; 340,000 tested, 0.6% active;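 active = first-screen hits whose inhibition reached a set limit at any dose in the follow-up dose series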;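 also: fluorescence reports GDP produced by GAP-driven GTP hydrolysis; strong numbers were not always called active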
* marks the source's active call; other numbers are inactive results; . = not tested or not shown; [ ] = dose if it differs, or a comment. Rule as the data show it, unless noted: active = inhibition above about 50%; inactive = the rest.

NOD2 inhibition	NOD1 NF-kB reporter	HIV peptide binding	KOR beta-arrestin-1	KOR beta-arrestin-2	GPR55 LPI antagonism	GPR55 activation	Large T inhibition	Rac1 GTP hydrolysis	smiles
-3%	-20%	-0.7%	14%	-0.2%	16%	0.3%	29%	6%	CCN(CC1CCCO1)C(=O)CCc1nnc(CCc2ccccc2OC)o1 (configuration not stated)
-1%	-26%	0.4%	8%	-3.4%	-8%	0.1%	-2%	3%	Cc1cccc(OCCC(=O)N(C)CC(=O)Nc2cccc3ccccc23)c1
-56%	-29%	-0.1%	-14%[20 µM]	.	6%	-0.1%	24%	1%	N/C(=N\OC(=O)c1ccco1)c1ccc(Cl)cc1
6%	-8%	1.3%	5%	1.6%	-2%	-0.4%	11%	8%	COc1ccc(C2CCCN2C(=S)Nc2c(C)cccc2C)cc1OC (configuration not stated)
-79%	-12%	-1.5%	8%	-1.1%	4%	0.2%	16%	-5%	Cc1ccc(COc2ccc(-c3nnco3)cc2)cc1
-33%	-2%	3.2%	14%	1.3%	9%	-0.2%	17%	7%	c1ccc(CNc2nc(-c3cccnc3)nc3ccccc23)cc1
7%	0%	1.0%	4%	3.4%	5%	-0.2%	14%	12%	O=C(c1ccccn1)C1CCCN(Cc2nc(Cc3cccc(F)c3)no2)C1 (configuration not stated)
0%	12%	25%	41%	-16%	23%	21%	2%	13%	CN(C)c1ccc(/C=C/C=C2/SC(=S)N(c3ccccc3)C2=O)cc1
-21%	-56%	-1.3%	-2%	1.3%	5%	-0.2%	13%	4%	O=C(NNC(=S)Nc1cccc(Cl)c1)c1ccccc1
5%	-1%	-2.0%	12%	2.0%	-9%	-0.2%	-2%	3%	COc1ccc(Cl)cc1S(=O)(=O)N1CCC(O)(c2ccc(Cl)cc2)CC1
1%	-30%	-0.5%	-17%	-6.2%	-10%	-0.2%	11%	14%	Cc1cc(C(=O)CN2C(=O)NC(C)(CC(C)C)C2=O)c(C)n1-c1ccc2c(c1)OCO2 (configuration not stated)
-40%	-83%	-0.6%	4%	-1.8%	-2%	-0.1%	26%	9%	CCOC(=O)C1(Cc2cccc(OC)c2)CCCN(C(=O)c2ccc(OC)o2)C1 (configuration not stated)
21%	44%	0.2%	-25%	2.9%	-6%	0.0%	5%	5%	Cc1nn(C)c(C)c1NC(=O)CSc1nc(C2CC2)nc2c1cnn2-c1ccccc1
-3%	-7%	3.7%	-3%	7.3%	10%	-0.1%	4%	6%	COCCn1c(Cc2ccccc2)nnc1SCC(=O)N(C)C
15%	4%	-0.5%	-23%	0.2%	2%	0.0%	.	3%	Cc1ccc2c(c1)N(S(=O)(=O)c1ccc(CN3C(=O)c4cccnc4C3=O)s1)CCO2
19%	30%	-0.1%	-19%[20 µM]	1.8%	2%	-0.1%	5%	6%	CCN1CCSc2ccc(C(=O)NCc3ccc(OC(C)C)cc3)cc21
-10%	6%	0.1%	-26%	4.4%	-1%	0.6%	14%	10%	Fc1ccccc1NC(=S)N(CCN1CCCCCC1)Cc1cccs1
6%	-38%	-0.9%	-32%	18%	3%	-0.3%	4%	5%	O=C(c1ccc(S(=O)(=O)c2ccccc2)cc1)N1CCCCCC1
3%	-22%	-0.3%	-52%	1.3%	2%	0.6%	1%	5%	CCN(Cc1nc(-c2ccc(OC)c(OC)c2)no1)C(=O)c1ccc2c(c1)OCO2
5%	-10%	1.3%	-18%	4.8%	5%	-0.1%	10%	2%	COc1cccc(/C=N/NC(=O)c2ccccc2NC(=O)c2ccco2)c1OC
-18%	-3%	13%	-26%	0.4%	4%	-0.2%	8%	6%	COc1ccccc1-n1cnnc1SCC(=O)c1cc(C)n(Cc2cccs2)c1C
0%	-2%	-0.9%	-27%	-4.4%	0%	0.2%	18%	5%	COc1ccc(NC(=O)CN(c2cccc(C(F)(F)F)c2)S(C)(=O)=O)cc1OC
13%	-16%	-0.3%	-19%	1.1%	-13%	0.3%	10%	13%	Cn1c(CCN2CCOCC2)nc2cc(NC(=O)COc3ccc([N+](=O)[O-])cc3)ccc21
5%	-2%	-0.5%	-18%	.	-7%	-0.1%	1%	10%	CCCCc1c(O)nc(SCC(=O)c2ccccc2)n(-c2ccccc2)c1=O
-17%	-9%	7.2%	13%	0.8%	-8%	0.3%	8%	11%	Cc1c(C(=O)Nc2ccc(F)cc2)c2ccccn2c1CCc1ccncc1
9%	-17%	-2.2%	0%	-4.9%	8%	0.7%	7%	12%	CCOC(=O)c1cc(-c2ccc(F)cc2)n(CC(=O)NCc2ccccn2)c1C
6%	-49%	5.8%	-21%[20 µM]	.	5%	-0.1%	-1%	7%	CCCCC(=O)NC(c1ccco1)c1cc(Cl)c2cccnc2c1O (configuration not stated)
-18%	-4%	-0.7%	-13%	2.9%	-14%	-0.2%	23%	14%	O=C(Nc1c(F)c(F)c(F)c(F)c1F)C1CCCCC1
2%	-8%	-1.2%	25%	3.3%	5%	0.2%	4%	0%	Cc1c(F)cccc1NC(=O)CSCC(=O)Nc1ccccc1
5%	-27%	-0.7%	4%	-1.7%	8%	0.8%	2%	6%	COc1ccc(N(C(=O)c2snc(C(N)=O)c2N)C(C(=O)NCc2ccc(F)cc2)c2ccc(C)o2)c(OC)c1 (configuration not stated)
5%	25%	-3.3%	2%	2.7%	0%	0.1%	7%	4%	Cc1ccc(N(CC(=O)N/N=C/c2cccs2)S(C)(=O)=O)cc1
-8%	-39%	0.7%	5%	1.4%	3%	-0.1%	7%	6%	O=C1CCC(C(=O)N2CCC(O)CC2)CN1CCc1ccc(Cl)cc1 (configuration not stated)
-46%	-7%	-0.7%	22%	-2.4%	17%	-0.1%	0%	9%	CCOC(=O)c1[nH]c(C)c(C(=O)Nc2cccc(Cl)c2C)c1C
14%	25%	-2.7%	-3%	-10%	-8%	-0.2%	5%	3%	COc1cc(-c2nnc(COc3ccc4cc(Br)ccc4c3)o2)cc(OC)c1OC
8%	-23%	-1.0%	-36%[20 µM]	9.4%	3%	-0.1%	-1%	10%	CC(=O)Nc1ccc(NC(=O)C23CC4CC(C2)CC(n2cnc(Br)n2)(C4)C3)cc1
7%	-24%	-1.8%	16%	-2.9%	-16%	0.0%	10%	0%	Cc1ccc(C(=O)Nc2cccnc2)cc1S(=O)(=O)N1CCCC1
-21%	-27%	2.6%	18%	1.1%	1%	-0.3%	2%	0%	C=C(C)CNC(=O)c1ccc(OC2CCN(S(=O)(=O)N(C)C)CC2)cc1
8%	5%	-2.4%	19%	-2.5%	3%	-0.2%	21%	12%	CN1C(=O)C(=C2CCCCCC2)SC1=S
-4%	23%	-1.6%	4%	-0.1%	43%	0.3%	12%	6%	CC(C)(C)c1ccc(S(=O)(=O)CC(O)CSc2nc3c(cc2C#N)CCCC3)cc1 (configuration not stated)
12%	-1%	0.7%	-13%	-2.1%	-2%	-0.3%	12%	9%	COc1ccccc1Oc1coc2c(CN3CCOCC3)c(O)ccc2c1=O
8%	-22%	1.0%	-22%	0.1%	-5%	-0.2%	6%	7%	CCOc1ccc(CCNC(=O)CCn2ccc3cc(S(=O)(=O)N4CCCC4)ccc32)cc1
-5%	-3%	-0.5%	-10%	2.2%	6%	-0.1%	9%	10%	Cc1ccc(-c2nnc(Nc3ccc(OCC(N)=O)cc3)c3ccccc23)cc1S(N)(=O)=O
-34%	-41%	78%*	8%	-4.6%	4%	0.1%	-2%	24%	CCCN1CCc2c(sc(NC(=S)NC(=O)c3ccccc3)c2C#N)C1
-5%	-2%	-2.0%	25%	-2.4%	-7%	-0.2%	0%	1%	CCN(CC(=O)NC)S(=O)(=O)c1ccc(C)cc1
22%	-10%	-0.4%	10%	-4.5%	-5%	0.2%	10%	3%	Cc1onc(-c2ccccc2)c1C(=O)O/N=C(\N)c1ccc([N+](=O)[O-])o1
2%	-23%	-0.5%	0%	-2.9%	23%	-0.1%	16%	7%	CCC12CN(C(=O)c3ccco3)CC(CC)(CN(C(=O)c3ccco3)C1)C2=O
2%	-22%	1.8%	-31%	-2.5%	7%	1.4%	6%	26%	CCN(CC)CCN(CC(=O)N(C1CCCCC1)C1CCCCC1)C(=O)c1ccco1
14%	-45%	-1.5%	-16%	-6.8%	-1%	0.7%	7%	-5%	O=C(O)CCCCNS(=O)(=O)/C=C/c1ccccc1
7%	-2%	1.2%	-7%	7.9%	7%	0.5%	2%	8%	O=C(COC(=O)c1ccc(Cl)c([N+](=O)[O-])c1)Nc1ccccc1OC(F)F
-3%	35%	-1.5%	-53%	8.3%	0%	-0.1%	7%	10%	CCOc1ccccc1-n1c(SCC(N)=O)nnc1-c1ccc(O)cc1

Continued.
NOD2 inhibition	NOD1 NF-kB reporter	HIV peptide binding	KOR beta-arrestin-1	KOR beta-arrestin-2	GPR55 LPI antagonism	GPR55 activation	Large T inhibition	Rac1 GTP hydrolysis	smiles
1%	-22%	0.1%	-8%[20 µM]	-6.2%	-12%	0.0%	12%	6%	O=C1CCC([N+](=O)[O-])C(c2ccc3c(c2)OCO3)N1 (configuration not stated)
-16%	-52%	1.7%	9%	2.5%	-3%	-0.2%	-11%	2%	Oc1ccccc1-c1nnc(COc2ccccc2)o1
2%	-37%	0.8%	13%	-0.9%	-7%	-0.2%	-16%	4%	CCOC(=O)c1c(C2CC2)csc1NC(=O)COC(=O)CCS(=O)(=O)c1ccc(C)cc1
4%	-23%	-3.4%	-4%	3.3%	11%	-0.4%	2%	5%	O=C(NC1CCCC1)c1cccc(Cn2cc([N+](=O)[O-])cn2)c1

Three records drawn at random from those above:
NOD2 inhibition	NOD1 NF-kB reporter	HIV peptide binding	KOR beta-arrestin-1	KOR beta-arrestin-2	GPR55 LPI antagonism	GPR55 activation	Large T inhibition	Rac1 GTP hydrolysis	smiles
1%	-22%	0.1%	-8%[20 µM]	-6.2%	-12%	0.0%	12%	6%	O=C1CCC([N+](=O)[O-])C(c2ccc3c(c2)OCO3)N1 (configuration not stated)
2%	-37%	0.8%	13%	-0.9%	-7%	-0.2%	-16%	4%	CCOC(=O)c1c(C2CC2)csc1NC(=O)COC(=O)CCS(=O)(=O)c1ccc(C)cc1
4%	-23%	-3.4%	-4%	3.3%	11%	-0.4%	2%	5%	O=C(NC1CCCC1)c1cccc(Cn2cc([N+](=O)[O-])cn2)c1

This is a subset; count on the stated rates, not on these rows.
